KDM5B inhibitor: inhibitors of human KDM5B histone demethylase; Q9UGL1; KDM5B demethylase, FDH-coupled NADH fluorescence (FDH is formaldehyde dehydrogenase); Potency, µM (top dose mostly 57.7 µM), without a hit: at the highest dose activity change, negative = inhibition, hits mostly inhibitors; 2.6% of 220,000 active; active = well fitted inhibition curve with a large enough effect; inconclusive = small, poorly fitted or top-dose-only effect; inactive = no such curve, though single readings can be large or run the other way; also: 0% is about no effect; nearly all actives have a fitted effect of over 70% in size
Target sequence (Q9UGL1 whole entry, looked up): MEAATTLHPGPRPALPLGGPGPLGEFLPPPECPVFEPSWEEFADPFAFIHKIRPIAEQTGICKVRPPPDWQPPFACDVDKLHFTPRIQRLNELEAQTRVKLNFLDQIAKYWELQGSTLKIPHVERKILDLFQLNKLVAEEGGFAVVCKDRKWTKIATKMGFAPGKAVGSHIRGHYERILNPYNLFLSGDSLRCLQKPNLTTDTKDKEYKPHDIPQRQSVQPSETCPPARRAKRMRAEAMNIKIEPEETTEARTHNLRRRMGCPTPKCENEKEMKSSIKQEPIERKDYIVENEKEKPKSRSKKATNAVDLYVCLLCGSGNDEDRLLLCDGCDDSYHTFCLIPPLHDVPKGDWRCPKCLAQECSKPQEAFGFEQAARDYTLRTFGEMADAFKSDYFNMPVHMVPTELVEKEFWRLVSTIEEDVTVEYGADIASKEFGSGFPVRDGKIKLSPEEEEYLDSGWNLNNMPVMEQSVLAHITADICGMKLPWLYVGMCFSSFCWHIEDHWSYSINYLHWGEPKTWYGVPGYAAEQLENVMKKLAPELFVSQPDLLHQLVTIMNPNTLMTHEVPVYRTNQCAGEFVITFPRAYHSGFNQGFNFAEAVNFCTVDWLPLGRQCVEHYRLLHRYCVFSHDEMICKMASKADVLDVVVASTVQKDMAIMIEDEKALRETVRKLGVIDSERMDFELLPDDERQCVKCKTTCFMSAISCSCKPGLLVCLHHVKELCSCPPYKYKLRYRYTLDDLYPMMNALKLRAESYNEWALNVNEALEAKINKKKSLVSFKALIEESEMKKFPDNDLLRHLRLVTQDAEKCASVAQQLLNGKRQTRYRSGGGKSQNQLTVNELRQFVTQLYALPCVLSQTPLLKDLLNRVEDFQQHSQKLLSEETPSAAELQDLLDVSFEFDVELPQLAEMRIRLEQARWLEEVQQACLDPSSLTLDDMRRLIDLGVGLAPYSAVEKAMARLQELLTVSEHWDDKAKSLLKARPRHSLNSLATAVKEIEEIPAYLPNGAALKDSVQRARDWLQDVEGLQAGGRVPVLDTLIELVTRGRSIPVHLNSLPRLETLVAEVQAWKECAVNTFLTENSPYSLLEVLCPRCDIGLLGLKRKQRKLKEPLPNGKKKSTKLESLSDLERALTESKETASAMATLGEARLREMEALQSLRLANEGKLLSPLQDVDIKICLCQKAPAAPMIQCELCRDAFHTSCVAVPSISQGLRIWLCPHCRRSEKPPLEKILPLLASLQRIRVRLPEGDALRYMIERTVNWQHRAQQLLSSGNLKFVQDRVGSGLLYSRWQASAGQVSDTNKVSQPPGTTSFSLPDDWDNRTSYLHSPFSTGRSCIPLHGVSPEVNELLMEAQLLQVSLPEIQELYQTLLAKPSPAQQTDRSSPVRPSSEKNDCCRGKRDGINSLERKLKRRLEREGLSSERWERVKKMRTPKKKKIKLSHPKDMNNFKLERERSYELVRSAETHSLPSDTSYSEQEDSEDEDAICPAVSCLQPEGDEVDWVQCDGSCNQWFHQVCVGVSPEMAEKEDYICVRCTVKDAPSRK
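Here, H3K4me3 peptide (12.5 µM in substrate mix) is demethylated by KDM5BΔAP, 200 nM final, after 10 min compound exposure. Formaldehyde product is coupled through FDH (0.25 U/mL in mix) to NADH fluorescence; 30-min ΔRFU feeds dose-response curves.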
* = called active by the depositor; ? = inconclusive; [ ] = dose if it differs, or a comment. Potency is read from the fitted curve at half-maximal effect. A portion of the library. The share of hits here may be higher or lower than overall.

SMILES,KDM5B inhibitor
Cc1cn2c(=O)c(S(=O)(=O)NCc3ccccc3Cl)c(C)nc2s1,?
CCC(=O)Nc1nnc(/C=C/c2ccc(OC)cc2)s1,?
CSc1nc2c(c(=O)[nH]c(=O)n2C)n1CCCc1ccccc1,23.0%
Cc1nn(CC(=O)N2CCCCCC2)c(=O)c2nc(-c3ccccc3)sc12,31.6µM*
CC1(C)Cc2c(C#N)c(Nc3ccccc3)n3c(SCC(=O)O)nnc3c2CO1,-7.1%
Cc1ccc(OCC(=O)N2CCC(c3noc(-c4ccncc4)n3)C2)cc1 (stereo unspecified),10.7%
CCCC(=O)Nc1ccc(-c2nc3ncccc3o2)cc1C,?
Cc1cc(C)c(NC(=O)CN(C)C(=O)C2CC(=O)N(Cc3ccccc3Cl)C2)c(C)c1 (stereo unspecified),9.6%
CCc1ccccc1NC(=O)c1nc2ccccc2nc1N1CCCCC1,9.9%
CCOc1ccc(NC(=O)CCS(=O)(=O)c2ccc3nc(C)sc3c2)cc1,-2.5%
COCCn1c(C)cc(O)c(C(c2ccccc2)N2CCN(c3ccc(F)cc3)CC2)c1=O (stereo unspecified),-14.0%
O=C(Nc1nnc(C2CC2)s1)c1ccc(Cl)c(S(=O)(=O)N2CCc3ccccc32)c1,9.9%
O=c1[nH]c2ccc(NS(=O)(=O)c3ccc(F)cc3)cc2s1,-12.1%
Cc1ccc(N2CC(c3nc4ccccc4n3CCN3CCOCC3)CC2=O)cc1C (stereo unspecified),10.0%
O=C(O)[C@@H]1CN(C(=O)CCCn2cncn2)C[C@H]1c1ccc2c(c1)OCO2,-9.1%
CCC(=O)Nc1ccc(-c2csc(NC(C)COC)n2)cc1 (stereo unspecified),4.7%
CCN(CC)S(=O)(=O)c1ccc2c(c1)N(CC(=O)NCCCN1CCN(c3cc(Cl)ccc3C)CC1)C(=O)CO2,-7.5%
Cc1cccc(CN2CCc3nc(C(=O)Nc4ccc(Cl)cc4)oc3CC2)c1,31.6µM*
Cc1oc2ccc(OCc3ccccc3Cl)cc2c1C(=O)O,?
COc1cccc(C(=O)N2CCCCC2c2n[nH]c(C)n2)c1 (stereo unspecified),-9.2%
COCCNC(=O)[C@@H]1CCC[C@@H](NC(=O)NC2(c3ccccc3)CCOCC2)CN(C)C(=O)C1,0.6%
CCOc1ccccc1NC(=O)C1=C(C)Nc2ncnn2C1c1sccc1C (stereo unspecified),-17.9%
CC(=O)Nc1ccc(NC(=O)CSCc2ccccc2Cl)cc1,17.7%
CCNC(=O)N1CCC(Cc2ccc(C(=O)Nc3cccc(F)c3)cc2)CC1,8.2%
Cc1[nH]c2ccccc2c1SCc1n[nH]c(=S)n1C,17.9%
O=C(c1cccc(F)c1)N1CC(Oc2ccc(-c3nc(-c4ccccc4)no3)cc2)C1,16.0%
C/C(=N/Nc1ccc(S(N)(=O)=O)cc1[N+](=O)[O-])c1ccc(Cl)c(Cl)c1,1.2%
CSc1ccccc1C(=O)NCCC1=CCCCC1,22.0%
COc1ccc(C(=O)NC[C@H]2O[C@@H](CO)[C@@H](O)[C@H]2N2CCN(c3cccc(C(F)(F)F)c3)CC2)cc1,-6.1%
O=C(OCCOc1ccc(Cl)cc1)c1ccccc1C(=O)c1ccc(Cl)cc1,-4.9%
CN(C)c1ccc(C(=S)N2CCCC2)cc1Br,23.7%
Cc1ccc(C(C)C)c(OCC(O)CN2CCN(c3ccccc3F)CC2)c1 (stereo unspecified),-21.6%
COCC(=O)N(C1CCOCC1)C1CCN(C(=O)Cc2cccnc2)CC1,9.4%
Fc1ccc(-c2nc(CSc3ccc4c(c3)OCCO4)cs2)cc1,3.0%
Cc1nc(NC(=O)c2ccc3c(c2)OCCO3)ccc1Cl,12.0%
CCC1(C)Cc2c(sc3[nH]c(=S)[nH]c(=S)c23)CO1 (stereo unspecified),-34.3%
Cc1ccc(S(=O)(=O)c2cn(C)c3cc(N4CCN(C)CC4)c(F)cc3c2=O)cc1,?
CCCc1nn(C)c2c(=O)[nH]c(-c3cc(S(=O)(=O)Nc4cccc(C)c4)ccc3OCC)nc12,?
CCOc1ccc(NS(=O)(=O)c2ccc(C(=O)N3CC(C)OC(C)C3)cc2)cc1 (stereo unspecified),35.9%
COCC(=O)N[C@@H]1CN(Cc2ccccc2)C[C@H]1CN(C)C,-11.6%
O=C(NCC1CN(Cc2ccccn2)CC12CN(c1ccccc1)C2)c1ccccc1 (stereo unspecified),?
FC(F)(F)c1ccc2nc([C@H]3CCN(CC4CC4)C3)[nH]c2c1,-18.8%[86.2 µM]
O=C(NCCC(c1ccccc1)c1ccco1)c1cccs1 (stereo unspecified),10.4%
CC1c2ccsc2CCN1CC(O)COc1ccc(-c2ccccc2)cc1 (stereo unspecified),?
COc1ccc(-c2nonc2NC(=O)Cc2cccc3ccccc23)cc1,12.6%
COc1ccccc1Oc1c(C)oc2cc(OCC(=O)Nc3ccccc3F)ccc2c1=O,4.3%
CCC1(CC)Cc2ccccc2C(NC(=O)NC2CCCC2)=C1C#N,16.7%
Cc1[nH]ncc1CNC(=O)C1CCN(c2cn[nH]c(=O)c2)C1 (stereo unspecified),1.7%
Cc1ccc(NC(=O)CN2C=NS(=O)(=O)c3ccccc32)cc1,6.9%
COCCN1Cc2ccc(Nc3ccc(OC)cc3)nc2C(C)(C(=O)NC2COC2)C1 (stereo unspecified),-12.2%[86.2 µM]

The list goes on.
SMILES,KDM5B inhibitor
COc1ccc(-c2cnc3n2CC(C(=O)N2CCCCC2)CC3)cc1 (stereo unspecified),-25.6%
Cc1noc([C@@H]2C[C@H](NC(=O)Nc3cccc(F)c3)CN2C)n1,25.1%[86.2 µM]
COCCN(CCOC)c1ncnc2c1c(-c1ccccc1)cn2-c1cccc(C(F)(F)F)c1,-12.0%
O=C(/C=C/C=C/c1ccccc1)c1ccc2oc3ccccc3c2c1,16.0%
Cc1noc(C2CCCCCN2C(=O)c2ccnn2C)n1 (stereo unspecified),-6.2%
CN1C[C@H](O)C[C@H]1c1nnc2n1CCN(C(=O)CCc1c[nH]c3ccccc13)CC2,8.3%
Cc1ccsc1CN1CCc2nc(N(C)C)[nH]c(=O)c2CC1,7.5%
CCn1cc(CNC2CC(=O)N(CCc3ccccc3)C2)cn1 (stereo unspecified),10.8%
O=C(OCc1cc(=O)n2c(n1)sc1ccccc12)c1ccc(O)cc1O,?
O=C(CCCn1c(=O)c2cccn2c2cccnc21)Nc1ccccc1Br,?

3 compounds drawn at random from those above, as already listed:
SMILES,KDM5B inhibitor
Cc1ccc(NC(=O)CN2C=NS(=O)(=O)c3ccccc32)cc1,6.9%
O=C(/C=C/C=C/c1ccccc1)c1ccc2oc3ccccc3c2c1,16.0%
CCOc1ccc(NS(=O)(=O)c2ccc(C(=O)N3CC(C)OC(C)C3)cc2)cc1 (stereo unspecified),35.9%

Back to the main list; the two compounds before the break are reprinted first.
SMILES,KDM5B inhibitor
O=C(OCc1cc(=O)n2c(n1)sc1ccccc12)c1ccc(O)cc1O,?
O=C(CCCn1c(=O)c2cccn2c2cccnc21)Nc1ccccc1Br,?
CCN(CC)CC1CCN(C(=O)/C=C/c2ccc(C#N)cc2)CC1,3.6%
Cc1ccc(OCCNC(=O)c2cc(C3CC3)nc3ccccc23)cc1,-10.7%
O=C(c1ccccc1F)N1CCC2(CC1)C(=NC1CCCCC1)NC(=O)N2c1cccnc1,8.4%
Cc1ccc(NC(=O)Nc2c[nH]c(=O)[nH]c2=O)c(Cl)c1,?
Cc1ccc(CN2CCN(c3ncncn3)CC2=O)cc1,45.4%[activator]
CCOCCCNc1ncnc2c1cnn2-c1ccc(C)c(C)c1,?
COc1cc(Cl)c(C)cc1NC(=O)CN1C(=O)NC(c2ccc(Cl)cc2)C2=C1COC2=O (stereo unspecified),-6.2%
CC(C)C(=O)NCCNC(=O)C1(c2ccccc2)CCC1,-11.5%
O=C1/C(=C/c2ccsc2)Cc2ccccc21,-15.1%
CC(=O)c1c(C(C)=O)c(C)n(-c2ccc(I)cc2)c1C,8.9%
O=C(O)c1ccc(-c2ccc(C(=O)O)cn2)cc1,19.3%[149 µM]
O=C(Cn1ncc2c3ccccc3n(Cc3ccccc3F)c2c1=O)N1CCCCCC1,-1.7%
CCc1nc2c(c(-c3ccc(Cl)cc3)n1)CCN(C(=O)c1ccc3c(c1)OCO3)CC2,2.8%
CNC(=O)c1c(NC(=O)c2ccc(S(=O)(=O)N3CCCCC3)cc2)sc2c1CCC2,30.9%[activator]
Cc1c(-c2cccc(Cl)c2)nc2ccccc2c1C(=O)NC1CCCCC1,13.0%
O=C(Cn1ccn2nc(-c3ccccc3)c(CO)c2c1=O)Nc1ccc(F)c(Cl)c1,?
COc1ccc(N2CC(NC(=O)COc3ccc4ccccc4c3)CC2=O)cc1OC (stereo unspecified),-3.2%
COCCC1(NS(C)(=O)=O)CCN(C(=O)c2c(C)noc2C)CC1,-9.3%
Cc1cccc(CSc2nnc3[nH]c(=O)cc(-c4ccccc4)n23)c1,?
Cn1nccc1C(=O)N1CCCC1c1nc(C2CCOCC2)no1 (stereo unspecified),?
O=C(C1CCCC1)N1CCOC[C@H](Oc2ccc(C(F)(F)F)cc2)C1,4.0%[86.2 µM]
CC(C)NC(=O)c1nc(-c2ccc(Cl)cc2)c2ccccn12,89.1µM*
O=C(c1cc(-c2cccnc2)nc2ccccc12)N1CCCC2(CCOC2)C1 (stereo unspecified),26.3%
Cc1ccc(NC(=O)Cn2c(=O)ccc3cc(S(=O)(=O)N4CCC(C)CC4)ccc32)cc1C,-6.1%
Cc1ccc2ncn(Cc3coc(-c4cccs4)n3)c(=O)c2c1,-9.6%
Cc1cccc(CN2CCN(Cc3cc(=O)oc4cc(C)ccc34)CC2)c1,5.2%
Cc1cnc(C(=O)Nc2ccc(NC(=O)c3cccc(S(C)(=O)=O)c3)c(Cl)c2)cn1,9.6%
Cc1ccc(C(=O)N/C(=C/c2ccco2)C(=O)Nc2cccc(C(=O)O)c2)cc1,-10.0%
CC(Oc1cc2oc(=O)cc(-c3ccccc3)c2cc1Cl)C(=O)NCc1cccnc1 (stereo unspecified),5.2%
CCOC(=O)c1cccc(NC(=O)C(CC)n2cnc3ccccc3c2=O)c1 (stereo unspecified),-13.8%
O=S(=O)(c1cccc(F)c1)N1CCN(C(=S)NCC2CCCO2)CC1 (stereo unspecified),16.8%
Cc1ccccc1NC(=O)CC(C)(C(=O)O)c1ccccc1 (stereo unspecified),-13.0%
CC(C)CNC(=O)C(NC(=O)CC(C)C)C1CCN(C(=O)c2ccccc2)CC1 (stereo unspecified),-17.6%
N#Cc1c(N2CCN(C(=O)C(=O)N3CCCC3)CC2)nc(-c2ccco2)c2c1CCCC2,?
COc1ccccc1C(=O)Nc1ccc2oc(-c3cncc(Br)c3)nc2c1,-13.5%
CCN(C(=O)Cn1c(=O)c2c(ncn2CC)n(Cc2ccccc2)c1=O)C1CCS(=O)(=O)C1 (stereo unspecified),13.2%
Cc1ccc(C)c(CN2C(=O)c3ccccc3S(=O)(=O)c3ccc(C(=O)Nc4ccccc4C(F)(F)F)cc32)c1,-26.0%
O=C(Nc1ccccc1)O/N=C1/CCCc2occc21,13.3%
CCN1CCN(C(=O)c2ccc3c(c2)N(Cc2c(F)cccc2Cl)C(=O)c2ccccc2S3)CC1,12.5%
COC(=O)[C@H](C(C)C)N(Cc1cn(Cc2ccc(C)cc2)nn1)S(=O)(=O)c1ccc(F)cc1Br,-8.8%
CC(c1ccccc1)N(C)C(=O)Cc1c[nH]c2ccccc12 (stereo unspecified),-1.6%
O=C(O)c1ccc(CN2Cc3[nH]cnc3C[C@H]2C(=O)NCc2ccco2)cc1,?
COc1ccc(C(=O)N/N=C(\N)c2cc3ccccc3oc2=O)cc1,-15.9%
CN1CCN(c2oc(-c3ccccc3)nc2S(=O)(=O)c2ccc(F)cc2)CC1,11.2%
CN(CC1CCOCC1)C(=O)c1cc(F)cc(F)c1,0.6%
CC[C@@]1(C(=O)O)C[C@H](C(=O)NCCOC)[C@H](c2ccc(OC)cc2)N1C,?
COc1ccccc1CNC(=O)COc1ccc2c(=O)c(Oc3ccccc3)c(C)oc2c1,19.4%
O=C1[C@@H]2C[C@@H](CN2C(=O)c2cncnc2)Oc2ccccc2N1Cc1ccccn1,11.7%[86.2 µM]
COCCN1C2=C(COC(C)(C)C2)C(=S)NC1c1ccccc1 (stereo unspecified),-1.5%
CN(CC(=O)Nc1ccc(F)cc1)CC(=O)Nc1ccc(Cl)c(S(=O)(=O)N2CCOCC2)c1,21.6%

Taken from above.
KDM5B inhibitor result of COc1ccccc1CNC(=O)COc1ccc2c(=O)c(Oc3ccccc3)c(C)oc2c1 stands at 19.4%
KDM5B inhibitor result of CN(CC(=O)Nc1ccc(F)cc1)CC(=O)Nc1ccc(Cl)c(S(=O)(=O)N2CCOCC2)c1 stands at 21.6%

(list continues)
SMILES,KDM5B inhibitor
CCc1cccc2c(C(=O)Cn3nnc(-c4ccccc4)n3)c[nH]c12,-4.3%
Cc1cc(C)cc(-n2ccn3c(CC(C)(C)CC(=O)O)nnc3c2=O)c1,-20.1%
Cc1ccc2ncc(C(=O)Nc3ccc(F)cc3F)c(=O)n2c1,-0.8%
O=C1[C@H]2CN(Cc3ccc(C(F)(F)F)cc3)C[C@H]2C(=O)N1CCc1ccccc1,-25.2%
O=C(NCC1CC1)c1cccc(OC2CN(Cc3ccc(OC(F)(F)F)cc3)C2)c1,-5.4%
CC(=O)Nc1ccc(NC(=O)CSc2ncnc3nc[nH]c23)cc1,16.4%
COc1ccc(-c2ocnc2C(=O)NCc2cc(OC)ccc2OC)cc1,?

Bioassay records (PubChem)
